Compound activity as filed in PubChem.
KAT2A inh – inhibitors of human GCN5L2 histone acetyltransferase | 390,000 tested, 0.21% active | Potency, µM (doses to about 58.9 µM), inactives show at the top dose activity change, negative = inhibition, most hits filed as inhibitors | GCN5L2 HAT assay, ThioGlo1 CoA-SH fluorescence | AID 504327 | Q92830
Target sequence (Q92830 whole entry, looked up): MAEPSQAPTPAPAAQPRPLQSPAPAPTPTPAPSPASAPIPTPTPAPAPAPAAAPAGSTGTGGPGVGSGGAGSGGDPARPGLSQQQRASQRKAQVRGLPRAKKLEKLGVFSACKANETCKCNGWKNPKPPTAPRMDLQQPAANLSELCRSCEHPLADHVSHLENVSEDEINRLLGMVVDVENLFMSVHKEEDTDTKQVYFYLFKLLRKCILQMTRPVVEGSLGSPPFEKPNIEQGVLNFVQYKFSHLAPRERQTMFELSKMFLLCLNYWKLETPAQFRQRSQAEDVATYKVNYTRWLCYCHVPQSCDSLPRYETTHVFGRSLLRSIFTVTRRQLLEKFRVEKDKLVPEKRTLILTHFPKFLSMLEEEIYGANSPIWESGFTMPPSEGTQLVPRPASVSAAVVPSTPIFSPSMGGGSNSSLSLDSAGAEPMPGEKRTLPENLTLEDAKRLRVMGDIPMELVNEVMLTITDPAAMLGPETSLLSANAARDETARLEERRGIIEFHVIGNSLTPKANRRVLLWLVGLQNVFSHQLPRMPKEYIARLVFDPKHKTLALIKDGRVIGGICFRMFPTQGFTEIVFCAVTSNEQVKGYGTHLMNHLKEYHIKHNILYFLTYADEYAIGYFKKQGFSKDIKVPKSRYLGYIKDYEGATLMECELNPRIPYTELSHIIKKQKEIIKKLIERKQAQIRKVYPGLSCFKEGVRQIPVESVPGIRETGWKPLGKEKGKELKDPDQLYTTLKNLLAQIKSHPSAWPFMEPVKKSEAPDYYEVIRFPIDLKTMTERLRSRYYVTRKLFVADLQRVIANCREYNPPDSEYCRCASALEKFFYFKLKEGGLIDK
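Enzyme at 20nM final was mixed with library compounds for 15 min at room temperature. Peptide H3(1-25) at 75uM, acetyl-CoA at 70uM and ThioGlo1 at 50uM were then added. Plates were read immediately and after 20 min (Ex340nm/Em540nm).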
TDP1 block – TDP1 (human) enzyme inhibition; Potency, µM (highest dose often 130 µM), without a hit: top-dose activity change, negative = inhibition, hits mostly inhibitors; recombinant TDP1, AlphaScreen DNA substrate cleavage; AID 485290; 350,000 tested, 0.28% active; Q9NUW8; note: nearly all actives have a fitted effect of over 40% in size
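Recombinant E. coli-expressed Tdp1 (1 nM) preincubated with compound 15 min at RT, then 5'-biotin/3'-phosphotyrosine-FITC DNA substrate (15 nM) added for 5 min. AlphaScreen beads (10 ug/ml) added, 10 min RT; tyrosine-FITC cleavage read as signal loss.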
TDP1 cell noCPT – qHTS for Inhibitors of human tyrosyl-DNA phosphodiesterase 1 (TDP1): qHTS in cells in absence of CPT; DT40 Tdp1-/- hTDP1 cells, no CPT, ATP luminescence, 48 h; Potency, µM (top dose mostly 46.2 µM), inactives show at the highest dose activity change, negative = growth inhibition, usual class: inhibitors; 420,000 tested, 15% active; AID 686978, 2013; note: nearly all actives have a fitted effect of over 55% in size
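Readout: luminescence from CellTiter-Glo after 30 min in the dark at RT. Cells: DT40 Tdp1-/- with stable hTDP1, 400/well. Exposure: compounds alone, ≥48 hr, 37 °C.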
An asterisk follows results filed as active; u = inconclusive; x = not tested or not shown; & = joins results of further samples; [ ] = remark or other dose. Calls come from the whole dose curve; as a rule, active = well fitted curve in the direction sought with a large enough effect; inconclusive = small, poorly fitted or top-dose-only effect, or another doubt; inactive = no such curve, though single readings can be large; an effect the other way counts as inactive or inconclusive. % is set by controls: 0 for no effect and ±100 for the full control effect; potency is the fitted concentration of half-maximal effect.

Molecule | KAT2A inh | TDP1 block | TDP1 cell noCPT
Cc1cccc(C)c1-n1c(=O)n(Cc2ccccc2)c(=O)c2[nH]cnc21 | 0.6% | -2.7% | -14.0%
O=C(C1=C[C@H](c2ccccc2)C[C@H](OCCCCO)O1)N1CCN(Cc2ccccc2)CC1 | -4.4% | 5.1% | u
CCOC(=O)[C@H]1[C@H]2COc3cc(OC)ccc3[C@@H]2N2C(=O)N(c3ccc(Br)cc3)C(=O)[C@@]12C | -6.5% | x | 18.4µM*
O=C(NN1C(=O)c2ccccc2NC1c1ccc([N+](=O)[O-])o1)c1ccccc1 (centres undefined) | -5.2% | 2.5% | 16.4µM*
O=C(CSc1ccccn1)Nc1nonc1[N+](=O)[O-] | -0.1% | 2.3% | 4.11µM*
N#C/C(=C(/O)CN1CCN(c2ccccc2F)CC1)c1nc(-c2ccc(Cl)cc2)cs1 | -21.3% | 7.9% | u
CN1C(=O)c2ccc(C(=O)Nc3ccc4c(c3)OCO4)cc2C1=O | -1.0% | -1.3% | 21.0%
Cc1ccc(/C=C/c2ccc(=O)n(Cc3ccc(Cl)cc3Cl)n2)cc1 | -8.1% | -2.0% | u
CCOC(=O)/C(C#N)=C1/CCCCCN1C | -4.5% | 3.0% | 4.8%
CC[C@@H](C(=O)[C@@H](C)[C@@H](O)[C@H](C)CCc1ccc(C)c(O)c1C(=O)O)[C@H]1O[C@](CC)([C@H]2CC[C@](O)(CC)[C@H](C)O2)C[C@@H]1C | u | x | 2.31µM*
COc1ccc(/C=N/N2CCN(Cc3ccccc3)CC2)cc1 | -2.3% | x | -26.0%
O=C(Nc1ccccn1)c1ccc2nc(-c3ccccc3)c(-c3ccccc3)nc2c1 | -3.2% | 3.6% | x
CCCCC(C(=O)OCC(=O)c1ccc(OC)cc1)N1C(=O)c2ccccc2C1=O (centres undefined) | -10.1% | 2.4% | u
N#CC1(NC(=O)COC(=O)Cc2n[nH]c(=O)c3ccccc23)CCCCC1 | -1.7% | -7.8% | 1.4%
Cc1ccc(-c2[nH]nc3c2C(c2cccnc2)C(C#N)=C(N)O3)cc1 (centres undefined) | 1.3% | 5.8% | 1.0%
COc1cccc2oc(-c3ccco3)cc(=O)c12 | -3.3% | 5.3% | 14.6µM*
COc1ccccc1S(=O)(=O)Cc1ccc(C(=O)NCc2ccco2)o1 | 1.5% | 2.4% | 1.3%
CC1Cc2ccccc2N1C(=O)COC(=O)CCc1nc2ccccc2c(=O)[nH]1 (centres undefined) | 15.0% | -1.8% | 18.4µM*
CC(=O)Nc1ccc(-n2nnnc2SCC(=O)NC2CCCC2)cc1 | -5.5% | 2.8% | 2.3%
Cc1ccc(SCC(=O)OCC(=O)NCc2cccs2)cc1C | 1.8% | -0.4% | -19.0%
CC(C)(C)C(=O)Nc1nc2c(s1)CN(Cc1ccccc1)CC2 | -10.8% | 9.2% | 18.4µM*
COc1ccc2cc(C(=O)COC(=O)COc3ccc4c(C)cc(=O)oc4c3)ccc2c1 | -3.5% | 8.1% | -10.9%
Cc1nn2c(-c3ccco3)ccnc2c1-c1ccc(Br)cc1 | 1.5% | -0.6% | -11.6%
COc1ccc(CCNC(=O)C(C)n2c(=O)cc(-c3ccccc3)c3c(C)nn(C)c32)cc1OC (centres undefined) | 1.9% | 11.0% | u
CCC(=O)c1ccc(OCC(O)CNCc2ccc(F)cc2)cc1 (centres undefined) | -11.0% | -2.7% | -35.0%
CC(C)CC1CC(C)(c2csc(NNC(=O)c3ccccc3)n2)OC1=O (centres undefined) | -4.6% | 2.3% | u
O=C(/C=C/c1cccc(F)c1)N1CCc2ccccc21 | -4.4% | 4.2% | u
CN(Cc1ccccc1)C(=O)COC(=O)c1cc([N+](=O)[O-])ccc1N1CCOCC1 | -6.6% | x | u
O=C(COc1ccc(Cl)cc1Cl)NC(=O)N1CCOCC1 | -1.3% | 4.3% | -4.0%
O=C(Nc1ccccc1OC(F)F)c1cccc(S(=O)(=O)N2CCCC2)c1 | -5.7% | 0.5% | u
Cc1nc2cc(NC(=O)c3ccco3)ccc2n1C | -7.4% | 5.3% | -2.3%
Cc1ccc2nc3n(c2c1)CCCN3 | -1.1% | -1.4% | -16.9%
O=C(O)C(S)[C@@H](S)C(=O)O (some centres undefined) | 7.08µM* | x | -1.3%
CCOC(=O)N1CCC(N2C(=O)c3ccccc3C2Nc2ccc3c(C)cc(=O)oc3c2)CC1 (centres undefined) | u | 2.6% | -27.8%
Cc1ccccc1N(CC(=O)NC1CCCCC1)C(=O)CCCC(=O)Nc1ccccn1 | -2.1% | -7.0% | u
Cc1ccc(C)c(N2CCN(S(=O)(=O)c3cn(C)c(C)n3)CC2)c1 | -3.8% | 3.0% | u
O=C(NNC(=O)C1CCCC1)c1ccc(F)cc1 | -3.4% | 7.0% | -16.6%
CCCCN(C(C)=O)c1c(N)n(CCC)c(=O)n(CC(=O)Nc2cc(Cl)cc(Cl)c2)c1=O | -15.3% | 0.0% | -16.0%
O=C1c2ccccc2C(=O)N1c1ccc(O)cc1 | x | 1.1%&1.3% | 0.6%
Nc1c(-c2nc(-c3cccs3)no2)nnn1-c1ccc(Cl)cc1 | -1.0% | -5.1% | -1.2%
COc1ccc(OCC2c3cc(OC)c(OC)cc3CCN2C(=O)c2c(F)cccc2F)cc1 (centres undefined) | 1.2% | 7.8% | u
CC(NC(=O)c1ccc(Cn2cc([N+](=O)[O-])cn2)cc1)c1ccccc1 (centres undefined) | 1.8% | 3.4% | u
O=[N+]([O-])c1ncccc1OCc1ccccc1Br | -4.6% | 5.8% | u
Cc1ccc(N2CC(C(=O)OCC(=O)Nc3ccc(Cl)cc3)CC2=O)cc1 (centres undefined) | -2.5% | 0.6% | 8.5%
COC(=O)C(NC(=O)Nc1ccccc1OC)C(C)C (centres undefined) | -0.4% | 2.5% | -4.7%
CC(C)N1C/C(=C/c2ccsc2)C(=O)/C(=C/c2ccsc2)C1 | 41.6%[activator] | 5.4% | 5.8µM*
COc1cc(C(=O)NCCSc2c(C)[nH]c3ccccc23)cc(OC)c1OC | -3.3% | 5.9% | 14.6µM*
CCCN(CCC)c1cc(C)nc2nc(-c3ccc(C(C)(C)C)cc3)nn12 | -1.2% | -4.7% | -17.8%
O=C(Nc1nc2ccc(S(=O)(=O)N3CCCC3)cc2s1)c1cccc(F)c1 | -6.9% | 10.8% | 11.6µM*
Cc1ccccc1C(=O)Nc1ccccc1 | -17.0% | 3.1% | 0.6%

Further entries follow:
Molecule | KAT2A inh | TDP1 block | TDP1 cell noCPT
COC(=O)c1ccc(N2CCOCC2)c(NC(=O)c2ccco2)c1 | -11.9% | 3.9% | -15.3%
CCOC(=O)C1(Cc2ccccc2)CCCN(C2CCCC2)C1 (centres undefined) | -4.0% | 0.0% | -11.7%
CC(C(=O)NC1CCCCC1)N1CCN(S(=O)(=O)c2cccs2)CC1 (centres undefined) | -8.2% | 0.4%[56.1 µM] | -5.6%
Cc1cc(C)nc(NS(=O)(=O)c2ccc(NC(=O)Nc3ccccc3)cc2)n1 | -1.6% | 0.0% | -0.9%
Cc1ccc(C2CC(c3ccc(Cl)cc3)n3nc(N)nc3N2)cc1 (centres undefined) | 1.1% | 2.6% | u
Cn1nc(-c2ccc(N3CCOCC3)c(NS(=O)(=O)c3ccc(Cl)cc3)c2)c2ccccc2c1=O | -6.9% | 7.3% | 25.9µM*
COc1ccc(-c2csc3nc(-c4ccccc4C)oc(=O)c23)cc1OC | -5.1% | -2.1% | -28.5%
Cc1ccccc1NS(=O)(=O)c1cc(S(C)(=O)=O)ccc1Cl | -21.6% | 1.1% | 4.2%
CCOC(=O)Cn1c(CN2CCOCC2)nc2c1c(=O)[nH]c(=O)n2C | 18.8% | 5.2% | -0.2%
Cc1cccc(Nc2nnc(SCC(=O)Nc3ccccc3[N+](=O)[O-])s2)c1 | -4.1% | 6.5% | 16.4µM*
O=C(Nc1ccccc1C(=O)OCc1cc(=O)n2c3c(sc2n1)CCCC3)c1ccccc1 | -5.1% | 3.8% | u
O=C(CCNS(=O)(=O)c1ccc(OC(F)(F)F)cc1)N1CCN(C/C=C/c2ccccc2)CC1 | -5.0% | 5.3% | u
Cc1ccccc1NC(=O)COC(=O)c1cccc(S(=O)(=O)N2CCCCC2)c1 | 3.1% | 0.1% | 4.4%
O=C(NN=Cc1cccc([N+](=O)[O-])c1)c1cc(-c2cccnc2)nc2ccccc12 | -1.7% | -2.9% | u
COc1ccc(N(Cc2cccs2)C(=O)c2ccc(C(C)(C)C)cc2)cc1 | -14.5% | -4.7% | u
COCC(C)NS(=O)(=O)c1ccc(C)cc1 (centres undefined) | 1.8% | 5.7% | -2.6%
Cc1cc(C)c(S(=O)(=O)Nc2cccc(S(=O)(=O)NC3=NCCC3)c2)c(C)c1 | -6.2% | 2.6% | -14.0%
CN(C(=O)c1ccc(NC(=O)C2CCCN(C(=O)OC(C)(C)C)C2)cc1)C1CCCC1 (centres undefined) | -6.0% | 2.8% | u
COc1ccc(NC(=O)C2(S(=O)(=O)c3ccc(C)cc3)CC2)c(OC)c1 | -5.7% | 0.0% | -21.7%
COc1ccc(S(=O)(=O)N(C)CC(=O)Nc2ccc3c(c2)OCCO3)cc1OC | -11.8% | 4.4% | u
CC(CC(=O)NCC1CCCO1)c1ccccc1 (centres undefined) | -1.8% | 1.8% | 10.0%
Cc1ccc(-n2c(O)c(/C=N/c3ncn[nH]3)c3ccccc3c2=O)cc1 | -10.2% | 3.8% | u
COc1ccc(CCNS(=O)(=O)c2cccc(S(=O)(=O)N3CCCC3)c2)cc1OC | -1.9% | 3.0% | u
Cc1cc(C(C)(C)C)oc1C(=O)NCCCNC(=O)c1oc(C(C)(C)C)cc1C | -9.1% | 0.7% | -29.1%
COc1cc2c(cc1OC)C(c1ccccc1F)NCC2 (centres undefined) | -3.1% | x | u

Record cards (already shown).
Cc1ccccc1NC(=O)COC(=O)c1cccc(S(=O)(=O)N2CCCCC2)c1 in the list: KAT2A inh: 3.1%; TDP1 block: 0.1%; TDP1 cell noCPT: 4.4%
COc1ccc(CCNS(=O)(=O)c2cccc(S(=O)(=O)N3CCCC3)c2)cc1OC in the list: KAT2A inh: -1.9%; TDP1 block: 3.0%; TDP1 cell noCPT: u

Other compounds follow:
Molecule | KAT2A inh | TDP1 block | TDP1 cell noCPT
Cc1nnc(Cl)c2nn(-c3ccccc3F)c(C)c12 | -4.4% | 0.0% | -6.8%
C[C@@H]1NC(=O)c2cc([N+](=O)[O-])cc(I)c2OCC[C@@H](C(=O)NC(CC(=O)O)C(N)=O)NC(=O)[C@H](CC(N)=O)NC1=O (some centres undefined) | -4.9% | -6.6% | -5.4%
Cc1ccc(N2C(=O)C3C4C=CC(C4)C3C2=O)cc1 (centres undefined) | 0.8% | 1.0% | -3.1%
COc1ccc(Cc2nc3ccc(C(=O)N4CCCC4)cc3o2)cc1OC | -2.5% | 1.6% | 20.6µM*
COc1ccc(OC)c(NC(=O)C2CCC(CNc3c(N4CCC(C)CC4)c(=O)c3=O)CC2)c1 (centres undefined) | -5.7% | 3.9% | u
CC(C)[C@H](NC(=O)c1ccccc1)C(=O)OCC(=O)c1ccc2c(c1)NC(=O)CO2 | 2.2% | 3.4% | 5.8µM*
COCCCNC(=O)Cn1nc(N2CCN(c3ccccc3)CC2)ccc1=O | 3.4% | 2.6% | -1.1%
NS(=O)(=O)c1ccc(NC(=S)NCc2ccc(F)cc2)cc1 | -1.3% | 2.7% | -16.1%
COC(C/C=C/C(=O)COCc1ccccc1)OC | -1.7% | 3.5% | u
O=C(Cn1cc(S(=O)(=O)Cc2ccc([N+](=O)[O-])cc2)c2ccccc21)N1CCOCC1 | -29.9% | 1.1% | -1.4%
O=C(N/N=C/c1c[nH]c2ccccc12)C1CC1(c1ccccc1)c1ccccc1 (centres undefined) | -8.0% | 11.0% | u
COC(=O)c1cccc(NC(=O)c2ccc3c(c2)C(=O)N(Cc2cccnc2)C3=O)c1 | -16.5% | 5.5% | -2.5%
CCOc1ccc(/C=C2\SC(=S)N(CCC(=O)Nc3ccccc3C(=O)O)C2=O)cc1 | 5.6% | x | -27.4%
O=S(=O)(c1ccc(Br)cc1)N1CCn2cccc2C1c1ccc(Br)cc1 (centres undefined) | -5.6% | 2.6% | 16.4µM*
O=C1N=C(N2CCN(c3ccccc3)CC2)SC1Cc1ccccc1 (centres undefined) | -6.8% | 0.0% | u
CC1(/[N+]([O-])=C/c2ccc(Cl)cc2Cl)CCCCC1=O (centres undefined) | 0.5% | -3.5% | 3.0%
COc1cc(OC)cc(C(=O)NC(=S)Nc2ccc3oc(=O)ccc3c2)c1 | -14.2% | 3.8% | 22.5%
CC(=O)Nc1ccc(C(=O)OCC(=O)NC(=O)NC(C)(C)C)cc1 | -3.1% | 1.1% | -1.0%

An excerpt. The share of hits here may be higher or lower than overall.
